PTHR1 ag: agonists of human PTHR1 parathyroid hormone receptor | actives 0.075% (n = 410,000) | Potency, µM (highest dose often 115 µM), inactives show at the top dose activation, most hits filed as activators | Q03431 | HEK293 GP2 PTHR1 cells, GloSensor cAMP luminescence, 1 h; active means well fitted activation curve with a large enough effect; inconclusive means small, poorly fitted or top-dose-only effect, or another doubt; inactive means no such curve, though single readings can be large or run the other way; further: potency means the concentration at half of the fitted maximal effect; nearly all actives have a fitted effect of over 55% in size; some results filed as inactive show a strong effect at the top dose; inactives centre near -15; many of its hits are not listed in these tables
Target sequence (Q03431 whole entry, looked up): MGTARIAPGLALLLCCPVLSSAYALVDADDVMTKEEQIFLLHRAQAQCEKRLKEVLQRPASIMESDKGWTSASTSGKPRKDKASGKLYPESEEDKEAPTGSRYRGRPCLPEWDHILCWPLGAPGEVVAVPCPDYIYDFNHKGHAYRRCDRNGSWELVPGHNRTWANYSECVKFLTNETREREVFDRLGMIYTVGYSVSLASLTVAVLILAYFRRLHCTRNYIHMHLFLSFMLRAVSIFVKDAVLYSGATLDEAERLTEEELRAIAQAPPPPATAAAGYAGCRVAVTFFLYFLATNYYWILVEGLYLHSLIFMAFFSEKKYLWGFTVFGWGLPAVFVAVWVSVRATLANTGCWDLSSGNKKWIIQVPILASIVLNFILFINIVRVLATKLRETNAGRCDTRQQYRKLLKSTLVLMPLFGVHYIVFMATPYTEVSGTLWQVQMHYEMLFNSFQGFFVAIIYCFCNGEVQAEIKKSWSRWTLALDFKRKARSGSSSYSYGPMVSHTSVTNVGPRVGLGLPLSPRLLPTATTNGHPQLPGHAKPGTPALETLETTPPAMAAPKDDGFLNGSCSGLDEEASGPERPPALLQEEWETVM
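HEK-293-derived GP2 cells expressing PTHR1 and a GloSensor cAMP reporter, 3,000/well, plated overnight, given luciferin plus IBMX (each 0.5 mM as added) for 1 h at 37 °C, then compound for 1 h at 37 °C. Luminescence was read after 15 min at room temperature.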
DRD3 agonist: activates the human D3 dopamine receptor | P35462 | D3R DiscoveRx beta-arrestin cells, luminescence, 90 min | max activation, % | actives 0.58% (n = 410,000) | AID 652048; in the data active means max activation above about 30%; further: 0% is about no effect; mostly tested at two doses, the higher about 12 µM
Target sequence (P35462 whole entry, looked up): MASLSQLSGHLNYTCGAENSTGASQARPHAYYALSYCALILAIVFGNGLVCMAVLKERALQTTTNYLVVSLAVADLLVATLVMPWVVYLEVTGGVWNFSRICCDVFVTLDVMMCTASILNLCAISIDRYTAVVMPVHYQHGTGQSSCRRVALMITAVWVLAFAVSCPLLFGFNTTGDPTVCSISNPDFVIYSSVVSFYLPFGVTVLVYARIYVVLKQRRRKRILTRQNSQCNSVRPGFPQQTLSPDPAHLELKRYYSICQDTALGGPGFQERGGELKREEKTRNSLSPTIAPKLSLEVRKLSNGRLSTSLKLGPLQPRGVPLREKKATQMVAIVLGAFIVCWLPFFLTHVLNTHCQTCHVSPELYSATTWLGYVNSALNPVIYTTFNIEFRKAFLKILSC
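Cells at 1500/well, incubated overnight, then treated with pinned compounds (dopamine as control) for 90 min at 37 degrees C. DiscoveRx reagent added for 30 - 60 minutes at room temperature; luminescence read.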
An asterisk follows results filed as active; i = inactive; ? = inconclusive; [ ] = another dose, or the depositor's remark. Some of the compounds tested; count on the stated rates, not on these rows.

Every second line gives: PTHR1 ag, DRD3 agonist
(1) C=Cc1ccc(Cn2c(C(=O)O)c(CNC3CCCCC3)c3ccc(OC)cc32)cc1
  -23%, -14
(2) COc1ccc(CN(Cc2ccco2)c2cnc(S(C)(=O)=O)nc2C(=O)Nc2ccc(C)cc2C)cc1
  i, -1
(3) CCc1ccc(NC(=O)CSc2nc(-c3ccccc3)c(C#N)c(=O)[nH]2)cc1
  21%, 7
(4) CCN1CCN(c2ncc3c(n2)CCN(Cc2cccc(F)c2F)C3)CC1
  4%, -3
(5) COC(=O)c1sccc1S(=O)(=O)N1CCN(c2cccc(C)c2C)CC1
  i, 4
(6) COC(=O)c1cc(-c2ccc(C)cc2)c2c(=O)n(C)c(=O)n(C)c2n1
  i, 5
(7) CN1CCN(C(=O)Nc2cccc(Cl)c2)c2cccnc21
  0%, 1
(8) Cc1ccc(NC(=O)Cn2cc3c(n2)CCCC3)c(Cl)c1
  -12%, 0
(9) CCCCc1nn2c(=O)cc(COC(=O)c3cccc(Cl)c3)nc2s1
  i, -10
(10) COC(=O)c1sccc1S(=O)(=O)N(CC(=O)Nc1cc(F)ccc1F)c1ccc(C)c(C)c1
  i, 5
(11) Clc1ccc(Nc2nc(-c3ccccc3)c3cc(Cl)ccc3n2)cc1
  -47%[inhibitor], 0
(12) Cc1cccc(CNC(=O)Cn2nc(C)c3nn(-c4ccc(Cl)cc4)c(C)c3c2=O)c1
  -40%[inhibitor], 12
(13) CCc1c(C)sc2c1CCN(Cc1ccc(C#N)cc1)C2c1ccccc1 (stereo unspecified)
  i, 7
(14) Cc1ccccc1CNc1nc(N(C)C)nc2c1cnn2C
  i, -4
(15) CN(C(=O)c1cc2c(s1)-c1ccc(Cl)cc1SC2)c1cccc(C(F)(F)F)c1
  i, 3
(16) CCc1ccc(C2C(C(=O)Nc3ccc(Cl)cc3)=C(C)Nc3ncnn32)cc1 (stereo unspecified)
  i, 7
(17) CN(Cc1ccccc1)C(C(=O)NC1CCCCC1)c1ccc(Cl)cc1 (stereo unspecified)
  ?, -20
(18) Cc1ccc(Cn2c(CN3CCC(C(=O)NCc4cccnc4)CC3)cc3ccccc32)cc1
  -8%, -1
(19) COc1ccc(-c2cn3c(n2)sc2cc(C(=O)Nc4ccc(C)cc4C)ccc23)cc1
  -7%, 0
(20) Cc1cc(C)cc(NC(=O)c2cc3c(=O)n(Cc4ccco4)ccc3nc2C)c1
  -13%, 8
(21) Cc1ccc(-c2noc(-c3nnn(CC(=O)Nc4ccc(C)cc4Cl)c3N)n2)cc1
  i, 4
(22) O=C(NCCc1nc2ccccc2n1Cc1ccccc1)c1ccco1
  i, -19
(23) COc1ccc(CNC(=O)c2cc3sccc3n2C)cc1
  -8%, -3
(24) COc1ccc(C(=O)CSc2c(C(C)C)cnc3c2c(=O)n(C)c(=O)n3C)cc1
  -7%, 10
(25) Cc1ccc(CN2CCC(CNC(=O)c3cnn(-c4ccccc4Cl)c3C3CCN(C(=O)OC(C)(C)C)CC3)CC2)cc1
  ?, -14
(26) CCOc1ccc(C(C)C)cc1S(=O)(=O)Nc1cccc(-c2ccc(N3CCOCC3)nn2)c1
  -16%, -10
(27) CCCN1C(=O)C2(c3ccccc31)c1c(oc3ccccc3c1=O)C(=O)N2CCCOC(C)C (stereo unspecified)
  -14%, 3
(28) Cc1cccc(-c2noc(CCCC(=O)NCc3ccco3)n2)c1
  -26%, -3
(29) Cc1ccc(C)c(NC(=O)N2CCN(C)c3ncccc32)c1
  -5%, 3
(30) COc1ccccc1Oc1nc2c(C)cccn2c(=O)c1/C=C(\C#N)c1nc2ccccc2[nH]1
  i, 9

The closing 6 records of the section before open the next one.
Every second line gives: PTHR1 ag, DRD3 agonist
(25) Cc1ccc(CN2CCC(CNC(=O)c3cnn(-c4ccccc4Cl)c3C3CCN(C(=O)OC(C)(C)C)CC3)CC2)cc1
  ?, -14
(26) CCOc1ccc(C(C)C)cc1S(=O)(=O)Nc1cccc(-c2ccc(N3CCOCC3)nn2)c1
  -16%, -10
(27) CCCN1C(=O)C2(c3ccccc31)c1c(oc3ccccc3c1=O)C(=O)N2CCCOC(C)C (stereo unspecified)
  -14%, 3
(28) Cc1cccc(-c2noc(CCCC(=O)NCc3ccco3)n2)c1
  -26%, -3
(29) Cc1ccc(C)c(NC(=O)N2CCN(C)c3ncccc32)c1
  -5%, 3
(30) COc1ccccc1Oc1nc2c(C)cccn2c(=O)c1/C=C(\C#N)c1nc2ccccc2[nH]1
  i, 9
(31) CCc1ccc(NC(=O)Cn2c(=O)n(Cc3ccco3)c(=O)c3cccnc32)cc1
  -15%, -19
(32) CCOc1ccc(CCNC(=O)CCc2cn(Cc3ccccc3F)c3ccccc23)cc1OCC
  -21%, 16
(33) CCCOC(=O)c1cccc(NC(=O)c2c(-c3ccccc3Cl)noc2C)c1
  -80%[inhibitor], -13
(34) CC(Nc1ccc(-c2nc(-c3cccnc3)no2)cc1[N+](=O)[O-])c1ccccc1 (stereo unspecified)
  i, 2
(35) Cc1ccc(C(=O)N2CCCCC2)cc1NC(=O)c1nsc2ccccc12
  -4%, -9
(36) Cc1nn(CC(=O)NCc2ccco2)c(=O)c2nn(-c3ccccc3)c(C)c12
  i, -3
(37) O=S(=O)(Nc1ccc(-c2ccc(N3CCCC3)nn2)cc1)c1cc(F)ccc1F
  -6%, -4
(38) CC1CCC(NC(=O)c2ccc(CS(=O)(=O)c3cccc(C(F)(F)F)c3)o2)CC1 (stereo unspecified)
  i, 6
(39) O=C1c2oc3ccccc3c(=O)c2C(c2cccc(O)c2)N1c1nncs1 (stereo unspecified)
  12%, -17
(40) CCN1CCC(N(Cc2ccc3c(c2)OCO3)C(=O)Nc2cc(F)ccc2F)CC1
  i, 1
(41) CCC(NC(=O)Nc1cc(OC)ccc1OC)c1c(-n2cccc2)sc2c1CCN(CC)C2 (stereo unspecified)
  i, -15
(42) Cc1ccc(-n2ncc3c(=O)n(Cc4cccc(C(F)(F)F)c4)cnc32)cc1C
  i, 1
(43) CCOC(=O)c1c(-c2ccc(C)cc2C)csc1NC(=O)c1ccccc1Cl
  -12%, -14
(44) COc1ccc(CCNC(=O)CCCn2c(=O)c3cccn3c3cccnc32)cc1OC
  -9%, 1
(45) CCOc1ccccc1NC(=O)c1ccc2oc(=O)c(S(=O)(=O)c3ccc(F)cc3)cc2c1
  -32%, -5

Whole records as entered above:
CCOC(=O)c1c(-c2ccc(C)cc2C)csc1NC(=O)c1ccccc1Cl across the screens: PTHR1 ag = -12%; DRD3 agonist = -14
O=S(=O)(Nc1ccc(-c2ccc(N3CCCC3)nn2)cc1)c1cc(F)ccc1F across the screens: PTHR1 ag = -6%; DRD3 agonist = -4
CC(Nc1ccc(-c2nc(-c3cccnc3)no2)cc1[N+](=O)[O-])c1ccccc1 (stereo unspecified) across the screens: PTHR1 ag = i; DRD3 agonist = 2

(list continues)
Every second line gives: PTHR1 ag, DRD3 agonist
(46) COc1ccc(CCn2c(=O)c3cccnc3n(CC(=O)Nc3cccc(C)c3)c2=O)cc1OC
  i, 8
(47) CCn1c(=O)c2sccc2n2c(CCCC(=O)Nc3ccc(Oc4ccccc4)cc3)nnc12
  -44%[inhibitor], 6
(48) COc1ccc(NC(=O)Nc2cccc(-c3cn4cccnc4n3)c2)cc1
  -26%, 2
(49) Cc1cccc(NC(=O)N2CCC3(CC2)Oc2ccccc2C(=O)N3Cc2ccccc2F)c1C
  i, -5
(50) COc1ccccc1CNC(=O)CSc1ncc2c(n1)-c1cc(Cl)ccc1N(Cc1ccccc1)S2(=O)=O
  -22%, 2
(51) O=C(Nc1ccc(OCc2cc(=O)n3c4c(sc3n2)CCCC4)cc1)c1ccc(F)cc1
  -10%, 0
(52) CC(C)(C)OC(=O)N1CCC(c2nnc(SCc3ccccc3Cl)o2)CC1
  -28%, -6
(53) COc1cccc(N2CCN(C(=O)CN3CCSc4ccccc43)CC2)c1
  -9%, 3
(54) Cc1ccccc1CSc1nc2c(sc3ccccc32)c(=O)n1CCCOC(C)C
  i, -11
(55) NC(=O)CSc1nc2c(oc3ccccc32)c(=O)n1-c1ccccc1F
  -36%[inhibitor], 2
(56) O=C(Nc1cc(Cl)cc(Cl)c1)c1ccc2c(c1)N(Cc1cccc(Cl)c1)C(=O)c1ccccc1S2=O (stereo unspecified)
  i, 9
(57) COc1nc(-c2ccc(C)cc2)ccc1-c1noc(-c2ccc(C(C)(C)C)cc2)n1
  i, 9
(58) COc1ccc(C(=O)Nc2nc3c(s2)CCCC3)cc1Cl
  -13%, -23
(59) CC(C)c1nnc(N2C(=O)c3oc4ccccc4c(=O)c3C2c2cccc(O)c2)s1 (stereo unspecified)
  i, 10
(60) COc1ccc(CCNc2nc(-c3ccccc3OC)cc(C(F)(F)F)n2)cc1OC
  -25%, 8
(61) COc1ccccc1C(=O)Nc1c(C(=O)Nc2ccccc2F)oc2ccccc12
  9%, -4
(62) CCC(CC)c1nn2c(=O)cc(COc3ccc(NC(=O)c4ccccc4Cl)cc3)nc2s1
  -42%[inhibitor], 4
(63) Cc1ccc(NC(=O)CSc2nccn2Cc2ccco2)cc1Cl
  -24%, -12
(64) COc1cccc(-n2c(=O)c3c4c(sc3n(Cc3ccccc3C#N)c2=O)CCCC4)c1
  i, -5
(65) Cn1c(=O)c2c(nc(N3CCOCC3)n2Cc2cccc(Br)c2)n(C)c1=O
  i, 7
(66) CCn1c2c(c(=O)n3ncc(C(=O)Nc4ccc(F)c(Cl)c4)c13)CN(Cc1ccc(OC)cc1)CC2
  i, -7
(67) CCOc1ccc(CNC(=O)CC(C)n2nc(C)cc2C)cc1OC (stereo unspecified)
  ?, -7
(68) Cc1ccc(Cn2c(C)c(CNCCCc3ccccc3)c(C(=O)O)c2C)cc1
  -15%, 8
(69) COc1ccc(CNC(=O)C2CCN(C(=O)c3ccc(-n4ccc5ccccc54)s3)CC2)cc1
  -10%, 7
(70) Cc1cccc(Cn2c(SCc3ccc(C(=O)NCc4ccccc4F)cc3)nc3ccncc32)c1
  -5%, -20
(71) Cc1cc(C)c2c(n1)sc1c(=O)n(-c3cc(Cl)ccc3C)nnc12
  i, -4
(72) COc1ccc(CNC(=O)CCc2c(C)nn(-c3ccc(N4CCCCC4)nn3)c2C)c(OC)c1
  i, -6
(73) CCOC(=O)Cn1c(=O)n(C2CCCCC2)c2nc(-c3cccc(OC)c3)nc(C(N)=O)c21
  19%, -6
(74) CCCCNc1nc2c(c(=O)n(Cc3ccc(Cl)cc3)c(=O)n2C)n1C
  i, 5
(75) CCOc1ccc(-c2cc3nc(C4CCN(C(=O)OC(C)(C)C)CC4)c(C(=O)Nc4ccc(C(=O)OC)cc4)cn3n2)cc1
  ?, 2
(76) CCCNC(=O)c1ccc(Cn2c(SCC(=O)NC(C)C)nc3ccccc3c2=O)cc1
  i, 5
(77) Cc1ccc(C)c(NC(=O)Cn2c(=O)nc(-c3ccccc3)c3ccccc32)c1
  -7%, 3
(78) COc1ccc(C(=O)Nc2ccc(-c3nc4ncccc4o3)cc2C)cc1Br
  -13%, 7
(79) CCOc1ccc(-n2ccnc2SCC(=O)Nc2ccc3c(c2)OCO3)cc1
  -81%[inhibitor], 1
(80) CCC(Oc1ccccc1)C(=O)Nc1cc(-c2ccccc2F)nn1-c1ccccc1 (stereo unspecified)
  -25%, -10
(81) COc1cccc(CN(C(=O)c2cccc(C)c2)C2CCS(=O)(=O)C2)c1 (stereo unspecified)
  -23%, 8
(82) COc1cccc(CNC(=O)c2ccc3c(c2)nc2n3CCOC2)c1
  i, 1
(83) CCCCN(Cc1ccccc1)S(=O)(=O)c1ccc2c(c1)CCN2C(=O)C1CCC1
  i, 5
(84) O=C(Nc1ccc2oc(-c3cccc4c(Br)cccc34)nc2c1)c1ccc(F)cc1
  i, 3
(85) CCOC(=O)c1cccc(NC(=O)C2CCN(S(=O)(=O)c3c(C)noc3/C=C/c3ccc(C)cc3)CC2)c1
  -20%, 3
(86) O=C(Cn1c(=O)n(-c2cccc(Cl)c2)c(=O)c2sc3ccccc3c21)N1CCCC1
  2%, 4
(87) Cc1ccc(C)c(CN2C(=O)c3ccccc3S(=O)c3ccc(C(=O)N4CCC(C)CC4)cc32)c1 (stereo unspecified)
  -21%, 8
(88) CCOc1ccccc1N(CC)C(=O)c1cc2c(=O)n(CC)c3ccccc3c2s1
  -57%[inhibitor], -7
(89) CCc1ccc(NC(=O)CC2C(=O)OCCN2CC)cc1 (stereo unspecified)
  i, -14
(90) CCc1ccc(-c2nn(CC(=O)NC3CCCCC3)c3c2cnc2ccc(C)cc23)cc1
  -4%, 2
(91) Cc1cccc(C)c1NC(=O)C1CCCN1S(=O)(=O)c1cccc2nsnc12 (stereo unspecified)
  i, 3
(92) CCOc1cc(C(=O)N2CCn3c4c(c5cc(C)ccc53)CCCC42)cc(OCC)c1OCC (stereo unspecified)
  -12%, 2
(93) COc1ccc(-c2nc3scc(CCNC(=O)c4cccc(Br)c4)n3n2)cc1
  -15%, 7
(94) CCCn1c(=N)c(C(=O)NCc2cccnc2)cc2c(=O)n3cccc(C)c3nc21
  -20%, 3
(95) CCc1ccc(NC(=O)N2CCOc3ccc(Cl)cc32)cc1
  -32%[inhibitor], -11
(96) CC1N=C2c3ccccc3N=C(SCC(=O)NCc3ccc(Cl)cc3)N2C1=O (stereo unspecified)
  i, -1
(97) Cc1ccccc1NC(=O)CSc1nc(-c2ccccc2)cn1-c1ccccc1F
  i, -5
(98) O=C(CSc1nncn2c1cc1sccc12)Nc1ccc(Br)cc1F
  i, -3
(99) Cc1ccc(C)c(Cn2c(C)c(CNCc3ccc(F)cc3)c(C(=O)O)c2C)c1
  i, 5
(100) CC(=O)c1cc(C(=O)Nc2cc(C)cc(C)c2)c2ccccn12
  -12%, -6
